Compound activity (PubChem BioAssay)
GLP-1R inv ag: GLP-1 receptor (human) inverse agonism; HEK293 GLP-1R CRE-luciferase, luminescence, 24 h; GLP-1R form is constitutively active; Potency, µM (top dose mostly 38.3 µM), without a hit: top-dose activity change, negative = inhibition, most hits filed as inhibitors; hit rate 1.6% among 410,000; AID 624417; note: potency is the fitted concentration of half-maximal effect; % is set by controls: 0 for no effect and ±100 for the full control effect; nearly all actives have a fitted effect of over 55% in size
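Seeding at 200 cells/uL, 12 h culture, 24 hr compound treatment, then luciferase reagent and a luminescence read; cells are HEK293 stably expressing a constitutively active GLP-1R plus cAMP-responsive luciferase.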
EPAC1 ag: agonists of human EPAC1. EPAC1 agonist qHTS, biochemical assay; response scale: 100% = response to 6.5 mM cAMP. Potency, µM (doses to about 154 µM), for the others: top-dose activation, most hits filed as activators. hit rate 0.073% among 360,000. AID 720707; note: potency is the fitted concentration of half-maximal effect; nearly all actives have a fitted effect of over 60% in size
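Normalized to 6.5 mM cAMP, activity reflects EPAC1-catalysed release of BODIPY-GDP from Rap1B, followed kinetically over 30 min at 480 nm excitation, 540 nm emission. Reaction contained 100 nM EPAC1, 250 nM Rap1B-BODIPY-GDP, 50 uM GDP.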
EPAC1 antag: EPAC1 (human) antagonism; O95398; EPAC1 GEF assay, Rap1b-BODIPY-GDP exchange fluorescence; Potency, µM (doses to about 115 µM), for the others: top-dose activity change, negative = inhibition, hits mostly inhibitors; hit rate 0.14% among 360,000; AID 720709;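 note: potency is the fitted concentration of half-maximal effect; plate controls were vehicle for no effect and positive control for full effect; nearly all actives have a fitted effect of over 50% in size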
PI5P4Ka inh: PI5P4K alpha (human) kinase inhibition; AID 652105; P48426; hit rate 1.2% among 330,000; PI5P4Kalpha enzyme, ADP-Glo luminescence, 60 min; stronger effect = lower value; max response, %; active = max response of -50% or lower; inconclusive = between -30% and -50%; inactive = -30% or higher; note: value at the top dose of about 77 µM; % is set by controls: 0 for no effect and ±100 for the full control effect
Target sequence (P48426 whole entry, looked up): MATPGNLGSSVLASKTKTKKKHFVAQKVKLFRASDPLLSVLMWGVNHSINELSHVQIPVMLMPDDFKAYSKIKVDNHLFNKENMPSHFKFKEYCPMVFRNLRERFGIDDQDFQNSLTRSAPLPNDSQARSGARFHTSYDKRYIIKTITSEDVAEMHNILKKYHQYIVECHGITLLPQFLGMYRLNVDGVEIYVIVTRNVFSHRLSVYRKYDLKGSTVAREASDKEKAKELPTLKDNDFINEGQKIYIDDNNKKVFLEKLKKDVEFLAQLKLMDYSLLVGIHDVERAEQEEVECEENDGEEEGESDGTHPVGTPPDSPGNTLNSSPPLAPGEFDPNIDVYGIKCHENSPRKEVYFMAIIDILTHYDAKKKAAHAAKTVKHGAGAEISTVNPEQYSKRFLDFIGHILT
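Luminescence from ADP-Glo served as readout of PI5P4Kalpha activity in a qHTS format. Reaction: enzyme, substrate, compound, ATP at 5 microM final, 60 min at RT.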
PTHR1 ag: agonists of human PTHR1 parathyroid hormone receptor. Q03431. HEK293 GP2 PTHR1 cells, GloSensor cAMP luminescence, 1 h. Potency, µM (series often up to 115 µM), without a hit: top-dose activation, actives largely listed as activators. hit rate 0.075% among 410,000. AID 743266; note: potency is the fitted concentration of half-maximal effect; nearly all actives have a fitted effect of over 55% in size; some results filed as inactive show a strong effect at the top dose; inactives centre near -15; many of its hits are not listed in these tables
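HEK-293-derived GP2 cells expressing PTHR1 and a GloSensor cAMP reporter, 3,000/well, plated overnight, given luciferin plus IBMX (each 0.5 mM as added) for 1 h at 37 °C, then compound for 1 h at 37 °C. Luminescence was read after 15 min at room temperature.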
IL-2 act: IL-2 activation | IL-2 activation reporter assay, cell-based qHTS; stimulated with anti-CD3/CD4/CD28 beads; in transgenic mouse T cells | activation, % (series mostly up to about 46 µM) | hit rate 0.065% among 360,000 | AID 652025; in the data active = activation above about 50%; inconclusive = mostly about 30% to 49%; note: 0% is about no effect
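Unstimulated transgenic mouse T cells; 60-min compound exposure; bead-based TCR/CD4/CD28 stimulation; 18 h culture, 37 degrees C; dual fluorescence (EGFP, DsRed) plate cytometry.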
GLP1R ag: GLP-1 receptor (human) agonism. P43220. HEK293 GLP-1R CRE-luciferase, luminescence, 4-6 h; cells express a hypersensitive GLP-1R form. Potency, µM (doses to about 45.6 µM), without a hit: at the highest dose activation, most hits filed as activators. hit rate 0.007% among 380,000. AID 624172; note: potency is the fitted concentration of half-maximal effect; % of control where 0% means no effect
HEK293 tox: cytotoxicity in counter-screen for GLP-1R inverse agonists; hit rate 0.13% among 410,000; Potency, µM (series often up to 38.3 µM), inactives show at the top dose activity change, negative = inhibition, actives largely listed as inhibitors; HEK293 cAMP-luciferase reporter cells, luminescence, 24 h; AID 624418;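 note: loss of luciferase light is scored as toxicity; potency is the fitted concentration of half-maximal effect; % is set by controls: 0 for no effect and ±100 for the full control effect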
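A 23 nL compound transfer followed 12 hours of cell culture at 37 deg C; exposure then lasted 24 hr. Luciferase assay detection reagent was dispensed and plates read for luminescence after a 12 min room-temperature wait.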
PLK1 PBD inh: inhibitors of human PLK1 polo-box domain binding | Plk1 PBD binding of FITC phosphopeptide, fluorescence polarization | Potency, µM, inactives show max response, negative = inhibition, usual class: inhibitors | hit rate 2.8% among 360,000 | AID 720504; note: potency is the fitted concentration of half-maximal effect; series mostly up to about 57 µM; % is set by controls: 0 for no effect and ±100 for the full control effect; nearly all actives have a fitted effect of over 65% in size
* hit, by the source's call; i = inactive; ? = inconclusive; . = not tested or not shown; [ ] = another dose, or the depositor's remark. Unless noted, calls come from the whole dose curve; as a rule, active = well fitted curve in the direction sought with a large enough effect; inconclusive = small, poorly fitted or top-dose-only effect, or another doubt; inactive = no such curve, though single readings can be large; an effect the other way counts as inactive or inconclusive.

No.	Compound	GLP-1R inv ag	EPAC1 ag	EPAC1 antag	PI5P4Ka inh	PTHR1 ag	IL-2 act	GLP1R ag	HEK293 tox	PLK1 PBD inh
1	Cc1cccc(-c2cc3nc(C)cc(=O)n3[nH]2)c1	4%	8%	-21%	1	i	0.0	-4%	2%	-3%
2	CCCCCn1nc(C(=O)N(CC(C)C)c2c(N)n(CCCC)c(=O)[nH]c2=O)c2ccccc2c1=O	9%	-27%	3%	5	i	-0.1	4%	-10%	-8%
3	CCOc1ccc(/C=C2\SC(=S)N(CC(=O)N(CCO)C(C)(C)C)C2=O)cc1	?	3%	17%	3	-20%	0.8	11%	-19%	-10%
4	CCCCN(C)C(=O)c1nc2ccccn2c1CN1CCN(C(=O)c2cccs2)CC1	0%	10%	-20%	3	-3%	-2.1	12%	6%	-12%
5	Cc1cc(C(=O)CSc2nncs2)c(C)n1-c1ccc2c(c1)OCO2	30%[activator]	13%	-1%	.	i	-0.2	16%	-16%	-2%
6	O=C(Nc1cccc(C(F)(F)F)c1)C1Cc2c(-c3ccccc3Oc3ccccc3)ccnc2O1 (stereo not drawn)	?	-13%	-13%	26	-79%[inhibitor]	-0.7	-1%	-9%	3%
7	COc1cccc(CN2CCN(Cc3ccc4c(NC(C)=O)cccc4n3)CC2CCO)c1 (stereo not drawn)	-13%	6%	-17%	1	i	-0.2	10%	-3%	-15%
8	COc1ccc(/C=N/NC(=O)c2cc(OC)c(OC)c(OC)c2)cc1CN1CCc2cc(OC)c(OC)cc2C1C (stereo not drawn)	0%[7.66 µM]	-9%	-10%	3	-23%	-1.1	3%	-4%[7.66 µM]	3%
9	Cc1c(C(=O)OCC(=O)NCCN2C(=O)CSC2=O)cccc1[N+](=O)[O-]	-4%	9%	-19%	1	-34%[inhibitor]	-0.8	-9%	-3%	-2%
10	O=C(Nc1ccc(Cl)cc1)P(=O)(O)c1ccccc1	-17%	0%	-1%	-8	i	1.3	-3%	6%	5%
11	CNS(=O)(=O)c1cccc(C(=O)OCC(=O)N2CCCC2)c1	-4%	17%	-1%	-5	i	2.6	4%	-1%	-8%
12	CCOc1c(Cl)cc(CNCc2ccncc2)cc1OC	0%	-4%	0%	-2	-19%	-4.0	0%	-5%	7%
13	COc1ccc(-c2nc3ccccc3c(=O)n2CCOc2ccc(C)cc2C)cc1	2%	-12%	-10%	1	i	-0.6	-7%	4%	4%
14	COc1ccccc1NC(=O)CN1CCN(CC(=O)Nc2ccccc2F)CC1	-26%	7%	-2%	8	i	0.8	-3%	-8%	-2%
15	O=C(CCSc1ccccc1)Nc1ncccn1	14%	4%	6%	.	i	0.5	3%	3%	-9%
16	O=C1Cc2cc(NS(=O)(=O)c3cc(F)ccc3F)cc3c2N1CCC3	66%[activator]	4%	-8%	-13	i	-0.1	10%	2%	2%
17	N#Cc1c(SCC(=O)Nc2ccccc2C(F)(F)F)sc2c(O)cc(=O)[nH]c12	-8%	-5%	-25%	?	-6%	-0.4	19%	-2%	-17%
18	CC(C)Sc1n[nH]c(=O)n1-c1ccccc1	19%	-6%	-13%	-4	i	0.5	-2%	-5%	-7%
19	Nc1nnnn1/N=C/c1cccs1	10%	5%	1%	1	i	0.2	-2%	3%	-5%
20	CC1CC(C)CN(C(=O)CN2C(=O)NC3(CCCCCC3)C2=O)C1 (stereo not drawn)	7%	-7%	5%	-1	i	-0.1	6%	5%	-1%
21	Cc1cccc2sc(N3CCN(C(=O)C4COc5ccccc5O4)CC3)nc12 (stereo not drawn)	?	4%	-14%	19	-4%	1.4	4%	-9%	4%
22	CCC(=O)N1CCc2cc(Br)cc(S(=O)(=O)NCCN3CCCCC3CC)c21 (stereo not drawn)	7%	-4%	6%	-5	i	-1.4	0%	0%	-10%
23	COc1ccc(-n2c(SCC#N)nnc2-c2ccc(NS(=O)(=O)c3ccc(C)cc3)cc2)cc1	84%[activator]	9%	-8%	.	-72%	-0.4	?	3%	-3%
24	COC(=O)c1ccc(C(=O)OC)c(NS(C)(=O)=O)c1	1%	0%	-12%	.	i	4.3	-9%	4%	-4%
25	O=C(C(=O)N1CCOCC1)c1c[nH]c2ccccc12	8%	-2%	-7%	4	i	-0.2	7%	2%	-9%
26	Cc1nc2c(ccc3nc(NC(=O)Cc4ccccc4)sc32)s1	?	-3%	-22%	1	-30%[inhibitor]	-2.1	28%	-14%	-4%
27	COc1ccc(-c2[nH]nc3oc(=O)c(CCO)c(C)c23)cc1	-2%	10%	?	-4	-25%	-0.4	10%	-3%	-18%

The list is partial; rates above refer to the full screens.
